# Cl transport mod: modulates chloride dependent transport by human KCC2. Q9H2X9. KCC2 cells, thallium flux FluoZin-2 fluorescence. B-score of Tl+ flux slope (higher = more flux/activation; lower = inhibition) at 10 µM. actives 2.2% (n = 190,000). AID 1456;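 active = thallium flux slope and its plate-corrected score both differing from the plate sample mean at a set confidence after two filtering rounds, in either direction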;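 note: slope of fluorescence scaled to starting intensity during 10 to 20 s after thallium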
# Tb hexokinase: blocks Trypanosoma brucei hexokinase 1 activity; recombinant TbHK1, G6PDH-coupled NADH A340; inhibition, % at 10 µM; actives 0.11% (n = 220,000); AID 1430;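 active = inhibition of 50% or more in the single-dose primary screen; inactive = inhibition below 50%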
# Calpain2 inh: calpain II (pig) inhibition; inhibition, % at 16 µM; purified calpain II, fluorogenic peptide substrate, 30 min; actives 0.37% (n = 220,000);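 active = inhibition above about 50%, limit read from the data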
# PPC-1+TRAIL kill: kills PPC-1 cancer cells in the presence of TRAIL; PPC-1 cells + TRAIL, ATPLite viability luminescence; cell killing (% activity), % at 4 µM; actives 0.41% (n = 220,000);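 active = cell killing above 50% in the first pass at 4 µM, then a duplicate retest at 5 µM averaging 50% or more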;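 note: plate controls were cells with TRAIL plus DMSO for no effect and medium-only wells lacking cells for full effect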
# thrombin 1536: thrombin (human) inhibition; P00734; alpha-thrombin, Boc-VPR-AMC fluorogenic substrate cleavage; inhibition, % at 5 µM; actives 0.26% (n = 220,000); AID 1046;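 active = inhibition at or above 40%; inactive = inhibition below 40%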;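 note: 0% = enzyme with no compound and 100% = wells without enzyme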
#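 Material: human alpha-thrombin enzyme / Medium: pH 7.5 Tris (50 mM) with NaCl 150 mM, Tween 20 0.05% / Compound: single-point dosing at 5 µM, 0.2% DMSO / Incubation: enzyme reaction carried out at room temperature / Detection: AMC fluorescence, 355/460 nm / Read-out basis: percent inhibition scaled between no-compound controls and no-enzyme blanks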
# TRPML3 ag: human mucolipin-3 channel agonism; activation, % at 3 µM; HEK293 TRPML3-YFP, Fluo-8 calcium fluorescence; 100% = the carbachol control signal; Q8TDD5; actives 0.29% (n = 220,000); AID 1448;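 active = activation above its plate's cutoff, the mean activation of the plate's test wells plus 3 SD, cut at about 12% in these data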;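 note: 0% = DMSO only wells and 100% = carbachol wells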
# Target sequence (Q8TDD5 whole entry, looked up): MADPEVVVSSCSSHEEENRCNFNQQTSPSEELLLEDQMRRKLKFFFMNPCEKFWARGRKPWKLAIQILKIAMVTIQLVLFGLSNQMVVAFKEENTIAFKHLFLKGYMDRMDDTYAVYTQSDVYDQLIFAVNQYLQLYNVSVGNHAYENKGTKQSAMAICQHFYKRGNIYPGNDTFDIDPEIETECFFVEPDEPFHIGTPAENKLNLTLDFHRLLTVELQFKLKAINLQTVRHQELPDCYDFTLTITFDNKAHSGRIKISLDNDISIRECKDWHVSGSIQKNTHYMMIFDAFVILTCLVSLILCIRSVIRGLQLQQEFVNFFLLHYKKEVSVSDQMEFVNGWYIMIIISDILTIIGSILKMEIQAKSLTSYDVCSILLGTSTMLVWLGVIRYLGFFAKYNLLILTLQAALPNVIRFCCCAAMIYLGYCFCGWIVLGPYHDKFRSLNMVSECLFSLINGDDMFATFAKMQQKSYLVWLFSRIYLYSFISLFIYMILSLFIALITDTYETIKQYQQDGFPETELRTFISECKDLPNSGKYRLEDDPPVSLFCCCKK
#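 Test system: HEK293 cells stably carrying human TRPML3-YFP; Doses: single dose, 3 µM final nominal compound, 0.3% DMSO final; Schedule: dye loading 1 h 37 °C then 30 min ambient, 125 s read; Technique: Fluo-8 calcium fluorescence; Benchmarks: high control carbachol 87 µM, low control DMSO.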
# Furin inhibitor: inhibitors of human furin; AID 463115; inhibition, % at 30 µM; actives 0.061% (n = 220,000); P09958; purified furin, fluorogenic substrate cleavage; in the data active = inhibition above about 25%; note: inactives centre near -15
# EBV gp42 block: inhibitors of Epstein-Barr virus glycoprotein 42; AID 1085; Q1HVG2; inhibition, % (tested at 21.74 µM); actives 0.42% (n = 220,000); Fluorescence polarization binding assay, mP read-out; in the data active = inhibition above about 50%
# Target sequence (Q1HVG2 whole entry, looked up): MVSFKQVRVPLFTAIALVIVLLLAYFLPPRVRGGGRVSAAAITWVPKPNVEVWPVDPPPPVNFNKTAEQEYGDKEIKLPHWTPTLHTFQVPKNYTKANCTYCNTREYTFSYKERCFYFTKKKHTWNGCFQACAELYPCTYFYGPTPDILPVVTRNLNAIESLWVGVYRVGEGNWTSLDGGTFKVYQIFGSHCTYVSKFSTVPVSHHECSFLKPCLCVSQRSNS
# zfTRPN1 agonist: activates the zebrafish TRPN1 channel; actives 0.18% (n = 220,000); HEK293 zebrafish TRPN1-YFP, Fluo-8 calcium fluorescence; 100% = response to 87 µM carbachol; activation, % at 3 µM;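 active = activation above its plate's cutoff, the mean activation of test wells on that plate plus 3 SD, cut at about 19% in these data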;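 note: 0% = DMSO alone and 100% = 87 µM carbachol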
#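 Material: zebrafish TRPN1-YFP in HEK293 cells; Doses: single test compound dose, 3 µM nominal, 0.3% DMSO; Timing: dye loading 1 h at 37 °C, then 30 min room temperature; Technique: intracellular calcium fluorescence with Fluo-8; Benchmarks: high carbachol 87 µM, low DMSO alone.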
# An asterisk follows results filed as active; · = not tested or not shown; [ ] = another dose, or the depositor's remark.
# The opening 5 records (preview)
SMILES,Cl transport mod,Tb hexokinase,Calpain2 inh,PPC-1+TRAIL kill,thrombin 1536,TRPML3 ag,Furin inhibitor,EBV gp42 block,zfTRPN1 agonist
Cn1cnc2c1c(=O)n(Cc1c(Cl)cccc1Cl)c(=O)n2C,·,2,18,31,2,0.8,-10[20 µM],-10,0.0
CCn1ccc(=N)cc1,·,0,-11,4,1,1.1,-10[20 µM],-9,0.9
O=c1c(Cl)c(NCc2ccco2)cnn1C12CC3CC(CC(C3)C1)C2,-0.54,-7,19,24,4,-0.8,-14,-12,0.4
CC(C)(C)NC(=O)Cn1c(-c2nonc2N)nc2ccccc21,·,-6,10,-1,8,0.2,-16[20 µM],-11,0.0
Cc1cccc(NC(=O)NNC(=O)c2sccc2-n2cccc2)c1,0.0018,-2,13,17,0,-0.9,-24,-11,-1.5

# This part in full, from the start:
SMILES,Cl transport mod,Tb hexokinase,Calpain2 inh,PPC-1+TRAIL kill,thrombin 1536,TRPML3 ag,Furin inhibitor,EBV gp42 block,zfTRPN1 agonist
Cn1cnc2c1c(=O)n(Cc1c(Cl)cccc1Cl)c(=O)n2C,·,2,18,31,2,0.8,-10[20 µM],-10,0.0
CCn1ccc(=N)cc1,·,0,-11,4,1,1.1,-10[20 µM],-9,0.9
O=c1c(Cl)c(NCc2ccco2)cnn1C12CC3CC(CC(C3)C1)C2,-0.54,-7,19,24,4,-0.8,-14,-12,0.4
CC(C)(C)NC(=O)Cn1c(-c2nonc2N)nc2ccccc21,·,-6,10,-1,8,0.2,-16[20 µM],-11,0.0
Cc1cccc(NC(=O)NNC(=O)c2sccc2-n2cccc2)c1,0.0018,-2,13,17,0,-0.9,-24,-11,-1.5
CCCCCC(=O)N/N=C/c1ccco1,0.57,33,-14,13,-10,0.1,-10,-21,-0.6
O=C1CSC(c2ccccc2[N+](=O)[O-])N1c1cccc(F)c1 (stereo not drawn),0.019,7,26,-1,-6,-1.9,-18,8,-2.0
COc1ccccc1C1=NOC(C)(c2sc(-c3ccc(Cl)cc3)nc2C)C1 (stereo not drawn),0.98,-6,4,9,-3,·,-21,-18,·
CCc1cc2c(NCCN3CCCCC3)ncnc2s1,0.091,-1,-8,8,-8,-0.1,-19[20 µM],-17,0.5
Cc1cc(C)cc(NC(=O)C2CCN(c3nc(C)cc(C)n3)CC2)c1,0.54,-1,-51,13,0,-0.3,-22,-27,-0.2
COc1ccc(/C=C/C(=O)c2oc3ccc(F)cc3c2C)cc1,1.5,-10,-12,5,5,0.3,-35,-1,0.3
Cc1ccc(C)c(NC(=S)NCCSc2ccc(Cl)cc2)c1,-0.012,17,26,6,-4,-0.3,3,-15,-2.6
COc1ccc(N(CC(=O)NCc2ccco2)S(C)(=O)=O)cc1Cl,·,0,-5,8,2,0.5,-36,-7,0.1
O=C1C2C3C=CC(C3)C2C(=O)N1c1ccc(-c2nc3ccccc3c(=O)o2)cc1 (stereo not drawn),-3.8,0,-64,-4,23,-0.5,-1,7,0.9
COc1ccc2c(c1)C(SCC(=O)NCCc1ccccc1)CC(C)(C)O2 (stereo not drawn),-1.8,-2,13,4,1,-1.1,11,-9,-1.4
Cc1ccc(N2CCN(CC(O)COc3cccc(C)c3)CC2)cc1 (stereo not drawn),·,3,3,-10,0,0.9,-26,-12,1.3
COCCn1c(SCc2nc3sc(C(=O)OC)c(C)c3c(=O)[nH]2)nc2ccccc21,·,-7,-61,-18,1,1.1,-16,-48,-0.1
COc1ccccc1OCC(=O)Nc1oc(-c2ccccc2)c(-c2ccccc2)c1C#N,-0.42,-7,-109,-15,-2,1.4,-20[20 µM],-13,0.2
O=C1CC(c2ccc(F)cc2)Sc2ccccc2N1 (stereo not drawn),1.2,-3,-1,20,0,0.4,-18[20 µM],-5,-0.5
Cc1ccc(CN(c2ccc(C(=O)N3CCCC3)cc2)S(C)(=O)=O)cc1,·,39,22,7,4,0.0,-10,-2,0.5
CCOCCc1nnc(NC(=O)c2ccc(OC)c(OC)c2)s1,0.34,-7,-32,24,-9,0.6,-19[20 µM],-18,-0.2
COc1ccc(Cc2nc3ccccc3n2CC(=O)N/N=C/c2ccc(O)cc2)cc1OC,0.3,-9,18,8,0,-0.1,-5,-11,0.0
COc1cc(-c2nnn(CC(=O)N3CCOCC3)n2)cc(OC)c1OC,-0.36,-3,14,11,0,1.1,-34[20 µM],-10,1.6
CC(C)c1ccc(N2CC(C(=O)Nc3nccs3)CC2=O)cc1 (stereo not drawn),1.1,2,-10,9,-6,0.6,-4[20 µM],-3,1.0
CC(N)c1ccc(Cl)cc1Cl (stereo not drawn),-1.2,1,-7,11,9,0.3,-9,-21,-0.8
# (list continues)
SMILES,Cl transport mod,Tb hexokinase,Calpain2 inh,PPC-1+TRAIL kill,thrombin 1536,TRPML3 ag,Furin inhibitor,EBV gp42 block,zfTRPN1 agonist
CC(=O)Nc1ccc(N(C(=O)CNC(=O)c2ccco2)C(C(=O)NCc2ccco2)c2ccccc2)cc1 (stereo not drawn),1.2,4,-16,-21,1,0.8,-19,-21,0.9
O=c1c2c([nH]c3ccccc13)CCCCCC2,0.12,-14,17,2,-4,0.9,-12[20 µM],-9,-1.6
O=C(c1ccc(F)cc1)C1CCN(Cc2cn[nH]c2-c2ccccc2)CC1,1.3,-1,13,-2,-3,0.7,-12,-12,0.5
O=C(c1ccccc1)N1CCCC(C(=O)N2CCN(c3ccccc3)CC2)C1 (stereo not drawn),0.34,-15,-16,1,-5,0.8,-22,-9,1.1
Cc1cc(=O)c2ccccc2s1,0.41,-28,3,30,4,-0.1,-3[20 µM],-27,-0.7
CC(C)CCNC(=O)NC(=O)COC(=O)/C=C/c1cc(Br)ccc1F,-0.24,4,-3,8,-5,1.4,-16,-1,0.7
COC(=O)Oc1ccc(/C=N/NC(=O)CSCc2ccccc2Br)cc1OC,0.59,-1,-10,23,-1,0.8,-17[20 µM],2,2.5
Cc1ccc(S(=O)(=O)Nc2ccc(N3CCCCC3)cc2)cc1,-0.24,-1,27,4,-1,-0.3,-2,-4,-2.2
Cc1cccc(NC(=O)NNC(=O)c2ccc(C)c([N+](=O)[O-])c2)c1,·,-1,5,-6,-8,0.3,-28,19,-0.8
CCOC(=O)Cn1c2ccccc2n2nc(CCC(=O)O)c(=O)nc12,-0.064,-19,-449,27,-2,0.9,-25,-4,1.9
CCOC(=O)c1nn(-c2ccc(F)cc2)c2nc(CC(C)C)c(C#N)c(=O)n12,-1.5,2,-288,36,6,-0.9,-23[20 µM],-6,-0.5
O=C(Cn1c(CC(=O)N2CCOCC2)nc2ccccc21)Nc1ccc2c(c1)OC(F)(F)O2,·,1,-28,6,-5,1.0,-16,-6,3.3
CCc1ccccc1NC(=O)CN(C)C(=O)Cn1ncc(Cl)c(Cl)c1=O,-0.6,-3,-12,12,-2,0.3,-19,-12,-1.6
Cc1ccccc1Nc1nnc(SCC(=O)Nc2ncc(C(F)(F)F)cc2Cl)s1,-1.7,3,25,-8,-15,-0.2,-18,1,-2.9
CC(C)CCOc1cccc(OCC(=O)N(C)C2CCS(=O)(=O)C2)c1 (stereo not drawn),-2.4,5,29,-16,-1,0.9,-26,-6,-0.2
O=C(NCc1ccco1)C(c1ccc(F)cc1)N(C(=O)Cc1cccs1)c1cccnc1 (stereo not drawn),0.7,0,-21,12,-3,0.6,-11,-12,-0.1
CCn1nnnc1SCC(=O)Nc1cccc(C)n1,1.1,2,-9,8,5,1.3,-21,-6,0.7
CCC(c1nnnn1Cc1ccc(OC)cc1)N(CCCO)Cc1cc2cc3c(cc2[nH]c1=O)OCO3 (stereo not drawn),·,-34,-67,16,5,0.2,-35[20 µM],-29,0.0
Cc1ccc(-n2ncc3c(NCCCOC(C)C)ncnc32)c(C)c1,0.21,0,26,·,6,1.4,-13,-5,2.2
CCn1nc(C)c(/C=N/NC(=O)c2c[nH]c3ccccc23)c1C,0.84,-10,23,14,15,0.3,-2,-7,-0.2
COc1ccc(CNC(=O)C2CCCN2S(=O)(=O)c2ccc(C)cc2)cc1 (stereo not drawn),0.084,3,-1,-12,1,0.2,-24,-16,0.5
CCc1nc(SCC(=O)OC(C)C)c2ccccc2n1,-0.81,-4,-10,·,-2,0.2,-23,-6,-2.1
O=S(=O)(/N=C(/Nc1ccccn1)c1ccccc1)c1ccccc1,0.3,-1,-5,7,-2,0.1,-19[20 µM],1,1.6
COC(=O)c1ccccc1-c1ccc(/C=C2\C(=O)N(c3ccccc3)N=C2c2ccccc2)o1,·,-10,-130,-7,0,1.0,-12[20 µM],-9,0.7
NC(=O)CN1C(=O)C2CCCCN2C(=O)c2ccccc21 (stereo not drawn),0.21,-3,-14,0,-3,0.9,-7,2,0.9
# (listing goes on)
SMILES,Cl transport mod,Tb hexokinase,Calpain2 inh,PPC-1+TRAIL kill,thrombin 1536,TRPML3 ag,Furin inhibitor,EBV gp42 block,zfTRPN1 agonist
COc1ccc2[nH]cc(C(=O)N3CCCCC3)c(=O)c2c1,0.073,-14,-14,24,3,0.8,-23,-5,-0.1
Nc1nc(-c2ccc(Br)cc2)c(S(=O)(=O)c2ccccc2)s1,0.069,5,3,-4,-4,-0.1,-20,2,-1.9
O=C(/C=C/c1ccccc1Cl)NCc1ccco1,·,-1,24,15,-5,0.0,-11[20 µM],-9,-1.0
COC(=O)Cn1nnc(N2CCOCC2)n1,0.53,-2,-15,8,-4,0.9,-18,-17,0.6
COc1ccc2c(c1)CC[C@@H]1[C@@H]2CC[C@]2(C)C(=O)CC[C@@H]12,-0.74,-3,20,-6,-4,0.5,-9,-2,1.9
O=C1CCCC(O)=C1N=Nc1ccc2c(c1)OCO2,0.48,-12,16,13,-3,0.5,5,-58,1.3
CN(C)c1ccnc2sc(C(N)=O)c(N)c12,-1.1,-13,-34,3,-3,0.4,-5[20 µM],-9,-1.4
CCOc1ccc(CCNC(=O)c2ccc(CNS(=O)(=O)c3ccccc3)cc2)cc1OCC,-0.19,26,-4,7,-6,1.4,-3,-10,4.6
Cc1ccc(-c2noc(COc3ccc4c(c3)OCO4)n2)cc1,-0.24,7,-19,10,1,0.3,-16[20 µM],-9,0.1
CN(C)S(=O)(=O)N(CC(=O)N1CCN(c2ccccc2F)CC1)c1ccccc1,-0.28,2,-17,-8,0,1.0,-12,-21,0.4
O=C(CC1S/C(=N/N=C/C=C/c2ccccc2)NC1=O)Nc1ccc(Cl)c(Cl)c1 (stereo not drawn),1.2,40,28,5,-2,1.0,-10,-15,0.4
CCOC(=O)c1sc(NC(=O)CSc2nc(O)c(Cc3ccccc3)c(=O)[nH]2)nc1C,0.051,1,-3,7,-9,-0.6,5,-6,-0.6
COc1ccc(OC)c(-n2c(O)cnc2Nc2nc(C)cc(C)n2)c1,·,-5,-2,1,7,0.8,-14,-24,0.1
CC(NC(=O)C(c1ccccc1)c1ccccc1)C(=O)N1CCCCC1 (stereo not drawn),-0.15,9,4,25,31,-0.3,10,2,0.1
COc1ccccc1CNC(=O)C1CCCN(S(C)(=O)=O)C1 (stereo not drawn),-0.54,-2,-16,34,0,1.2,-8[20 µM],4,0.8
O=C(N=Nc1c(O)n(Cc2ccccc2)c2ccccc12)c1ccncc1,-1.3,-34,11,3,-2,-0.1,5,-10,-0.5
